RAD52 anneal inh = RAD52 (human) annealing inhibition; AID 651710; recombinant RAD52 DNA annealing, FRET fluorescence; P43351; 0.46% of 360,000 active; inhibition, % at 18.7 µM;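 active means every replicate showing at least 50% inhibition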
ERAP1 HTS inh = blocks human ERAP1 aminopeptidase activity | inhibition, % at 10.7 µM | 0.15% of 340,000 active | recombinant ERAP1, Leu-AMC fluorescence, 60 min;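 active means mean replicate inhibition of at least 30%, or all replicates individually reaching that 30% level; inactive means mean below 30% and not every replicate reaching it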;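 further: 0% = neutral control wells and 100% = L-leucinethiol positive control wells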
Target sequence (Q9NZ08 whole entry, looked up): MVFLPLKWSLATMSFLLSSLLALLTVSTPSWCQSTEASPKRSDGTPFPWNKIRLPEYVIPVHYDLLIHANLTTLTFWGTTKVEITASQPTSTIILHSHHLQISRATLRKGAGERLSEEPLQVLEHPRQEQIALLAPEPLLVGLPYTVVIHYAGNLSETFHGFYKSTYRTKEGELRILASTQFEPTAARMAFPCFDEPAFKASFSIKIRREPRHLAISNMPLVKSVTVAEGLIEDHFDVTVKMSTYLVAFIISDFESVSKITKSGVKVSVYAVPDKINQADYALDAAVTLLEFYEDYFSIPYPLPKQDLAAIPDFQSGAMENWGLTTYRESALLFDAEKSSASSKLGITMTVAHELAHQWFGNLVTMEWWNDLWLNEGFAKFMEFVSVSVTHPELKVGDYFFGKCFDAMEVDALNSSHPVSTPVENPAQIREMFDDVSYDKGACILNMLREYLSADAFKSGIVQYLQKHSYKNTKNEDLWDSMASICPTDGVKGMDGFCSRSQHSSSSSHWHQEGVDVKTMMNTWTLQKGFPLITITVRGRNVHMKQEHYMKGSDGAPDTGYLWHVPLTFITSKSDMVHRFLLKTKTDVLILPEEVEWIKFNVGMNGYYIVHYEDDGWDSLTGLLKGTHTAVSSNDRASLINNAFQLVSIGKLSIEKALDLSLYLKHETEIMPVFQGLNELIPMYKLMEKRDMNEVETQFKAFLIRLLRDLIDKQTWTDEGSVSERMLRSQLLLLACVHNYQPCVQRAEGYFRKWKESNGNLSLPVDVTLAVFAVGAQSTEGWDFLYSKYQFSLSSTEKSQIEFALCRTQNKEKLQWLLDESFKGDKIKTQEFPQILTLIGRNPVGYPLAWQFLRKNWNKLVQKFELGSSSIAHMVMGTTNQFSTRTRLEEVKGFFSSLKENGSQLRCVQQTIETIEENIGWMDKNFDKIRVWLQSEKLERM
INS-1E GSIS act = GLuc luminescence reporter in INS-1E cells, primary screen for activators of glucose-dependent secretion of insulin. INS-1E GLuc reporter insulin secretion, 2-3 h. activation, % at 16.6 µM. 0.61% of 370,000 active. AID 743287;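 active means lowest replicate activation of at least 40%, so every replicate reaches that level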;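 further: 0% = median of neutral control wells and 100% = median of IBMX positive control wells; some compounds called inactive have numbers as strong as hits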
ARNT TACC3 PPI = ARNT/TACC3 interaction disruption | Q9Y6A5 | AlphaScreen His-ARNT PAS-B/GST-TACC3 binding, luminescence; TACC3 fragment carries E629A point mutation | inhibition, % at 9.99 µM | 0.66% of 390,000 active | AID 623870;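 active means mean inhibition of replicates at least 50% and at least half of replicates each reaching 50%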;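 further: 0% = complete ARNT plus TACC3 wells and 100% = ARNT alone without TACC3; many hits fall short of the cut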
XiGFP reactiv = activators of X-chromosome reactivation in mouse fibroblasts. AID 743238. XiGFP mouse fibroblasts, % GFP-positive cells imaging, 3 d; cells co-treated with 5-aza-dC sensitizer; scaled so ellipticine positive control = 100%. 0.055% of 360,000 active. activation, % at 7.58 µM;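 active means mean normalized replicate activation at least 10% and every replicate at or above 10%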;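 further: 0% = median of on-plate neutral control wells and 100% = ellipticine 6 µM median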
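Schedule: 3 d treatment, 15 min room-temperature fixation; system: 68-5-11 XiGFP fibroblast line; buffer or medium: DMEM plus 5-aza-dC sensitizer; control set: ellipticine 6 µM positive control; compound: one concentration, pinned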
RAD54 inh = inhibitors of human RAD54 branch migration | RAD54 Holliday junction branch migration, FAM/BHQ fluorescence | 0.14% of 360,000 active | AID 602329 | Q92698 | inhibition, % at 10.4 µM;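 active means mean normalized replicate activity at least 40 and at least half of replicates scoring 40 or more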;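 further: 0% = median of neutral control wells and 100% = median of positive control wells; inhibitors cause a drop in the FAM fluorescence signal; in these data hits start at about 50%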
esBAF inh = blocks esBAF chromatin remodeling in mouse ES cells; Bmi1-luciferase knock-in reporter, 24 h; 100% = twice the neutral-well signal; reporter increase, % at 12.5 µM; 2% of 350,000 active; in the data active means activation above about 40%;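 further: 0% = median of the plate's neutral control wells and 100% = double that signal; a rise in the Bmi1 reporter signal indicates esBAF inhibition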
F508del corr = correctors of CFTR F508del function in bronchial epithelial cells; CFBE cells, YFP halide quenching; stimulated with forskolin plus potentiator P3; % fluorescence drop versus neutral controls; activity (quench increase), % at 7.58 µM; 0.36% of 350,000 active; AID 720511;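 active means mean added fluorescence quench of at least 8% versus neutral control, with both replicates also reaching 8%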;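 further: cells transiently co-express mutant CFTR-F508del with the halide-sensitive YFP; corrector assay measuring rescue of mutant channel to the surface after 24 h compound exposure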
Numbers without * were called inactive; i = inactive; . = no result given; & = joins results of further samples.

SMILES | RAD52 anneal inh | ERAP1 HTS inh | INS-1E GSIS act | ARNT TACC3 PPI | XiGFP reactiv | RAD54 inh | esBAF inh | F508del corr
O=C(CSc1cccc[n+]1[O-])NC1CCCCCCC1 | -8 | 1 | 4 | 1 | 0.2 | . | 1 | -0.1
CN(CCCNC(=O)CSc1cc(=O)n(C)c2cc(Cl)ccc12)Cc1ccccc1 | -18 | -5 | 5 | -2 | 0.0 | . | . | 2.4
COc1ccc(NC(=O)Nc2ccc3c(c2)C(=O)N([C@@H](C)CO)C[C@H](C)[C@@H](CN(C)S(=O)(=O)c2ccc(Cl)cc2)O3)cc1 | 1 | 2 | -5 | -1 | -0.1 | 6 | 0 | 1.9
COc1ccc(NC(=O)N(C)C[C@H]2Oc3c(NC(=O)c4nc5ccccc5s4)cccc3C(=O)N([C@H](C)CO)C[C@@H]2C)cc1 | 2 | -1 | -12 | 0 | 0.3 | 4 | 0 | -4.9
O=C(CSc1ccc(F)cc1)Nc1ccccc1Br | 10 | -1 | 29 | -4 | 0.2 | . | . | -0.3
C[C@H](CO)N1C[C@H](C)[C@@H](CN(C)Cc2ccc(C(F)(F)F)cc2)Oc2ccc(NC(=O)c3ccncc3)cc2C1=O | 4 | 1 | 3 | -7 | 0.0 | -5 | -2 | -1.8
O=C(CN1CCN(C(=O)c2ccco2)CC1)Nc1ccccc1 | -22 | 1 | 8 | -2 | 0.1 | -6 | 6 | 1.3
CC(=O)N1CC(C)Oc2ccc(S(=O)(=O)NC(CC(=O)O)c3ccccc3C)cc21 (stereo not given) | -2 | -3 | -2 | -6 | 0.0 | 1 | -3 | 0.1
COc1ccc(N2CC(C(=O)N3CCC(c4nc5ccccc5[nH]4)CC3)CC2=O)cc1 (stereo not given) | -7 | -1 | 19 | -6 | 0.0 | . | . | 0.3
CN1OC[C@@H]2CN(C(=O)C(C)(C)C)[C@H](c3cccc(Br)c3)C[C@@H]21 | -16 | . | 1 | -3 | -0.1 | -18 | 8 | 0.6
C=CCOC(=O)C1=C(C)NC(SCC(=O)NC(=O)OCC)=C(C#N)C1c1cccnc1 (stereo not given) | -21 | -2 | -9 | 7&1 | 0.0 | 4 | 5 | -1.3
CCC(CC)N1CCN(C(=O)c2cc(OC)c(OC)c(OC)c2)CC1 | -12 | 0 | 8 | 23 | 0.1 | 0 | 4 | 0.0
O=C(CSc1nc(C2CC2)nc2ccccc12)N1CCCCC1 | -13 | 9 | 13 | 4 | 0.1 | 3 | . | 1.7
Cc1ccc(-n2cc(CNCCN3CCOC3=O)c(-c3cccc(C)c3)n2)cc1 | -67 | -5 | -9 | . | 0.2 | . | . | 2.9
Cc1cccc(N2CCN(C(=O)c3ccc(NC4=NC5CS(=O)(=O)CC5S4)cc3)CC2C)c1 (stereo not given) | -16 | -2 | -7 | 4 | 0.5 | -5 | -3 | -0.8
C[C@@H]1CN([C@H](C)CO)C(=O)Cc2cc(NC(=O)Nc3cccc4ccccc34)ccc2O[C@@H]1CN(C)Cc1ccc2c(c1)OCO2 | 31 | -4 | -42 | 5 | -1.1 | 6 | -3 | 1.3
CCOc1cc(C(=O)OCc2ccc([N+](=O)[O-])cc2)ccc1OCC(=O)N1CCOCC1 | -11 | 2 | 10 | . | 0.0 | -5 | 8 | 1.5
COc1ccc(NC(=O)COC(C)=O)cc1Cl | -2 | -1 | 4 | -2 | 0.1 | -15 | 15 | 0.5
COc1ccc(C(CC(=O)N2CCCC2)c2ccc(F)cc2)cc1 (stereo not given) | -1 | 2 | 13 | -11 | 0.0 | 8 | 0 | -0.6
Cc1ccc(C(=O)/C=C/c2ccc(F)cc2)o1 | . | . | 26 | -14 | 0.2 | 0 | . | .

Ordered by value in RAD52 anneal inh (rising): 3 from the list above
structure	RAD52 anneal inh
COc1ccc(NC(=O)Nc2ccc3c(c2)C(=O)N([C@@H](C)CO)C[C@H](C)[C@@H](CN(C)S(=O)(=O)c2ccc(Cl)cc2)O3)cc1	1
C[C@H](CO)N1C[C@H](C)[C@@H](CN(C)Cc2ccc(C(F)(F)F)cc2)Oc2ccc(NC(=O)c3ccncc3)cc2C1=O	4
O=C(CSc1ccc(F)cc1)Nc1ccccc1Br	10

New compounds follow:
SMILES | RAD52 anneal inh | ERAP1 HTS inh | INS-1E GSIS act | ARNT TACC3 PPI | XiGFP reactiv | RAD54 inh | esBAF inh | F508del corr
CCOc1ccccc1N1C(=O)CN(Cc2ccc(OC)c(OC)c2)C1=S | -4 | 2 | 7 | -12 | 0.1 | 0 | -4 | -1.1
COc1ccc(CNC(=S)NCc2ccc(Cl)cc2)cc1OC | -15 | 2 | -20 | 9 | 0.3 | -8 | . | 3.5
COc1ccc(C(=O)NCC2CCCN2S(=O)(=O)c2ccccc2)cc1OC (stereo not given) | -5 | -2 | . | . | 0.1 | 4 | 5 | 3.5
CC1(C(=O)NCCc2ccccc2)Cc2c(-c3ccc4c(c3)OCO4)ccnc2O1 (stereo not given) | 4 | 1 | -19 | . | -0.4 | 9 | -3 | 3.2
CCOC(=O)CN1C(=O)[C@]2(OCCC=C[C@H]2C)c2ccccc21 | -17 | -2 | 351* | . | 0.2 | . | . | -2.5
CC(=O)Nc1ccc(S(=O)(=O)N(C)c2nc3ccccc3nc2Cl)cc1 | -11 | 2 | -14 | 4 | 0.0 | -3 | -5 | 2.1
CN(C)CC(=O)N1[C@H](C#N)[C@H](c2ccc(-c3ccccc3F)cc2)[C@H]1CO | -34 | -2 | 1 | -5 | 0.4 | 6 | 1 | 1.4
CCc1ccc(Nc2cc(C)nc3nc(C)nn23)cc1 | -6 | -1 | -8 | 7 | 0.2 | 0 | 9 | 0.2
COc1ccc(N(CC(=O)NCC(C)C)S(=O)(=O)c2ccccc2)cc1 | -19 | -1 | 5 | 3 | 0.0 | . | . | 2.2
C[C@@H]1CN([C@H](C)CO)C(=O)c2cc(NC(=O)C3CC3)ccc2O[C@H]1CN(C)S(=O)(=O)c1ccc(Cl)cc1 | -8 | 2 | 6 | -13 | 0.1 | 3 | 2 | 1.0
O=c1nc2n(c3ccc([N+](=O)[O-])cc13)CCCCC2 | -19 | 1 | 9 | -5 | 0.4 | -4 | . | -0.5
Cc1ccc(SCCN)cc1C | 2 | -5 | -1 | -14 | -0.1 | . | . | -0.4
CC(C)(C)Nc1nc(SCC(=O)Nc2ccccc2)nc(N2CCOCC2)n1 | -20 | 0 | -7 | 1 | 0.1 | . | . | -1.7
Fc1ccc(/C=N/NC(=S)Nc2ccc(Cl)cc2Cl)cc1 | -9 | -3 | 9 | -4 | 0.0 | . | . | 10*
CCCCC(=O)NCc1ccc(F)cc1 | . | . | 17 | -4 | 0.4 | 5 | 0 | .
O=C1CC(c2ccccc2)Cc2nc3nc(C(F)(F)F)nn3cc21 (stereo not given) | -18 | 2 | 4 | -3 | . | -1 | -15 | -2.4
CC1OC(Nc2ccc(N=Nc3ccccc3)cc2)C(O)C(O)C1O (stereo not given) | -4 | 18 | -1 | . | 0.1 | 3 | 55 | .
COc1cc(OC)c(NC(=O)C2CCCO2)cc1Cl (stereo not given) | -7 | 5 | 15 | 2 | 0.0 | -9 | -1 | -0.5
O=C(N[C@@H]1CC[C@@H](CCn2cc(C3(O)CCCC3)nn2)O[C@@H]1CO)C1CCOCC1 | 11 | 0 | 6 | 16 | -0.1 | 2 | -7 | 1.4
O=C(c1ccccn1)N1CC[C@@H]2[C@@H](CO)Nc3ccc(-c4ccccc4F)cc3[C@@H]21 | . | . | -6 | 0 | 0.2 | -5 | -1 | 2.2
Cc1ccc(-n2nc3c(N4CCC(C(=O)N5CCN(C)CC5)CC4)nnc(C)c3c2C)cc1 | i | -7 | 18 | 3 | 0.0 | 4 | -8 | -0.1
Cc1ccc(S(=O)(=O)N(NC2=NS(=O)(=O)c3ccccc32)C(=O)c2ccccc2)cc1 | -10 | -1 | 2 | -7 | 0.1 | . | . | .
CC(c1ccccc1)n1c(N2CCNCC2)nc2c1c(=O)[nH]c(=O)n2C (stereo not given) | -13 | -3 | . | -10 | 0.2 | 0 | 3 | 1.1
COc1cc(C(=O)OCC(C)=O)c([N+](=O)[O-])cc1OC | -12 | 2 | 9 | 3 | 0.2 | 0 | -6 | 0.8
Cc1ccc(NC2CCCN(C(=O)CN3C(=O)c4ccccc4C3=O)C2)cc1C (stereo not given) | 0 | 4 | -2 | 4 | 0.3 | -13 | -12 | -0.7
COC(c1ccccc1)c1nnc(CCC(=O)NCCC(C)C)o1 (stereo not given) | 2 | 1 | 1 | -1 | 0.1 | . | . | 0.0
COc1ccc(C2NCCCC2c2ccccc2)cc1 (stereo not given) | -59 | 5 | 2 | -6 | 0.0 | . | . | 2.4
Oc1c(C(c2ccccc2)N2CCc3ccccc3C2)sc2ncnn12 (stereo not given) | -12 | 6 | -19 | 4 | 0.1 | 6 | 4 | -4.4
Nc1n[nH]c(=S)n1/N=C1/C(=O)Nc2ccccc21 | -7 | -1 | -4 | 22 | 0.2 | . | . | -1.0
CO[C@H]1CN(C)C(=O)c2cc(NC(=O)C3CC3)ccc2OC[C@@H](C)N(CC2CC2)C[C@@H]1C | 6 | 1 | 12 | -6 | 0.1 | 1 | 2 | -1.4
Cc1ccc(-c2ocnc2C(=O)Nc2ccccc2C(=O)N2CCCC2)cc1 | -3 | 2 | 2 | -1 | 0.1 | -2 | -9 | -1.4
CC1CC(O)C2C3(C)CCCC2(COC3=O)C12CCC1(CCOC1=O)O2 (stereo not given) | -5 | 1 | . | . | . | -7 | 0 | 4.7
CC(NC(=O)Cc1cccc(C(F)(F)F)c1)c1ccc(F)cc1 (stereo not given) | -11 | 1 | -12 | -6 | 0.0 | 5 | 6 | -5.1
COC(=O)c1cc(NC(=O)Cc2cccs2)cc(C(=O)OC)c1 | -25 | 0 | -7 | -6 | -0.1 | -3 | -1 | 1.1
C[C@@H](O)C#Cc1cnc2c(c1)C(=O)N([C@@H](C)CO)C[C@H](C)[C@@H](CN(C)CC1CCCC1)O2 | -14 | -8 | 19 | 0 | -0.2 | -3 | -3 | -2.3
COc1ccccc1N1CCN(CC(=O)NC(=O)NCc2ccco2)CC1 | -20 | 6 | . | -6 | 0.0 | 5 | . | -3.3
CCNC(=O)[C@@H]1N[C@@H]2c3ccc(-c4cccc(C(=O)N(C)C)c4)c(=O)n3C[C@@H]2[C@H]1CO | -4 | 4 | 16 | -2 | 0.3 | 1 | 3 | 2.5
CCn1c(=O)c(=O)n(CC)c2cc(S(=O)(=O)Nc3cc(C)ccc3C)ccc21 | 0 | 2 | -21 | -1 | 0.0 | -8 | -5 | 0.2
Cc1noc(C)c1S(=O)(=O)Nc1ccc2c(c1)C(=O)N([C@@H](C)CO)C[C@@H](C)[C@@H](CN(C)S(=O)(=O)c1cccs1)O2 | 2 | 2 | -10 | 10 | 0.1 | -5 | 4 | -3.1
Cc1ccc2nc(-c3ccc(NC(=S)NC(=O)C(C)C)cc3)sc2c1 | -18 | 3 | 1 | -12 | . | -7 | 39 | 0.5
C[C@@H]1CN([C@@H](C)CO)C(=O)c2cc(NC(=O)Cc3ccccc3)ccc2O[C@@H]1CN(C)Cc1ccc(Oc2ccccc2)cc1 | -36 | 1 | -17 | 11 | -0.9 | -8 | 2 | -0.6
CC=Cc1ccc2n(c1=O)C[C@H]1[C@H](CO)[C@@H](C(=O)NCC3CC3)N(CCC(F)(F)F)[C@@H]21 (mixture of isomers) | -18 | 2 | 8 | -5 | 0.1 | 0 | 0 | 0.8

Compound activity: PubChem, Broad Institute
